# Screening data: PubChem, several laboratories
# KCNQ1 act = potentiators or activators of human KCNQ1 potassium channel | P51787 | CHO-K1 KCNQ1, thallium flux FluxOR fluorescence; stronger effect = higher value | B-score at 10 µM | actives 0.35% (n = 310,000) | AID 2648;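 active = fluorescence ratio B-score, a plate-corrected score, at least three library SD, with initial intensity B-score within 5 SD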
#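 Assay system: stable KCNQ1 CHO-K1 line; medium: assay buffer, equal DMSO in all wells; timing: 90 min dye loading and 20 min compound exposure, both at room temperature; technique: kinetic FluxOR thallium fluorescence, 10-s 1-Hz baseline, 110-s post-stimulus read; read-out basis: B score of baseline-normalized fluorescence ratio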
# RGS4 inh = human RGS4 inhibition; P49798; actives 0.45% (n = 310,000); B-score at 10 µM; HEK293 M3R/RGS4 inducible, Fluo-4 calcium flux; stronger effect = higher value; triggered by carbachol at its EC20;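 active = B-score, a plate-corrected calcium signal, over three deviations above library mean, with baseline fluorescence within five deviations of library mean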;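 also: RGS4 expression induced by doxycycline in cells with stable M3 receptor; B-score is computed from the integrated fluorescence ratio over baseline after carbachol; higher B-score means a larger calcium signal and so more RGS4 inhibition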
# Target sequence (P49798 whole entry, looked up): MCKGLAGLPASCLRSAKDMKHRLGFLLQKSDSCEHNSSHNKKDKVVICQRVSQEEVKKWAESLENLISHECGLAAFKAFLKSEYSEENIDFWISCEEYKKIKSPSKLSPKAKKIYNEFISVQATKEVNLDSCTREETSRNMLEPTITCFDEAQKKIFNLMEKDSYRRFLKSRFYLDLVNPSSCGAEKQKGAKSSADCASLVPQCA
# hERG rescue = hERG (human) protection from proarrhythmic block; Q12809; CHO-hERG, FluxOR thallium flux, dofetilide IC70 present; activation (rescue from dofetilide block), less the hit threshold, % at 10 µM; actives 0.51% (n = 310,000); AID 1511;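 active = activation above the mean of controls blocked by dofetilide plus 5 SD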;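 also: thallium influx through hERG after potassium depolarization seen as dye fluorescence rise; in these data hits start at about 4.7%; inactives centre near -7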
# KCNK9 inh = blocks the human KCNK9 two-pore domain potassium channel. Q9NPC2. HEK293 KCNK9, FluxOR thallium flux fluorescence; stronger effect = lower value. B-score at 10 µM. actives 1.2% (n = 310,000). AID 488922;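 active = ratio B-score over 3 SD below the library mean, with starting fluorescence within 5 SD of its mean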;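 also: negative B-score means less thallium flux so channel inhibition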
# Target sequence (Q9NPC2 whole entry, looked up, the tested form may be a part): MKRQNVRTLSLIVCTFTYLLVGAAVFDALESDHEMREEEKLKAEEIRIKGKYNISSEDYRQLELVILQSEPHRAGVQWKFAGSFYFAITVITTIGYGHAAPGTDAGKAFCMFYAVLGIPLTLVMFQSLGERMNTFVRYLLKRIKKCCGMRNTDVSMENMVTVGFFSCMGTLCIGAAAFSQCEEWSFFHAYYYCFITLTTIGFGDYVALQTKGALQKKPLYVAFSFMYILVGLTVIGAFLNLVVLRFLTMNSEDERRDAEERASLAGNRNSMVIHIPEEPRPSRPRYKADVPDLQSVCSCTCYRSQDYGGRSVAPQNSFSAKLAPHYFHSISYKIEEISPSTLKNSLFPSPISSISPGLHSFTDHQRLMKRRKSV
# GSK3 alpha inh = blocks human GSK-3 alpha kinase | ADP-Glo luminescence, 60 min | inhibition, % at 10 µM | AID 2650 | actives 0.1% (n = 320,000);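 in the data active = inhibition above about 50%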;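 also: GST-tagged GSK-3 alpha with peptide substrate and 25 µM ATP; 0% = DMSO neutral wells and 100% = GW8510 positive control wells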
# Target sequence (P49840 whole entry, looked up): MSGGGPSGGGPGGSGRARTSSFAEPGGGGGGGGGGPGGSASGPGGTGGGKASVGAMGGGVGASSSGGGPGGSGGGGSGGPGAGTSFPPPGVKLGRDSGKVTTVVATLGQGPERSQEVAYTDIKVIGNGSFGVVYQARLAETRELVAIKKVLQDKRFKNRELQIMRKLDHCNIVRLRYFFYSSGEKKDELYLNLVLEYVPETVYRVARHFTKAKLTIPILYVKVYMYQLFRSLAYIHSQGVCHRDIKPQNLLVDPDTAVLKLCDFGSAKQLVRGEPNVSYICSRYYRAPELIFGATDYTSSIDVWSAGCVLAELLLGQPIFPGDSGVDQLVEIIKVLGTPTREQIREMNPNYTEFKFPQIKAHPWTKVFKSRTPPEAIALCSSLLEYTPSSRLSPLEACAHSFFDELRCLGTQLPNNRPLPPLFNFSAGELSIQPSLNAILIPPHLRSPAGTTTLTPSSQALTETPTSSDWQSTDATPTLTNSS
# PolyA inh = yeast polyadenylation inhibition; S. cerevisiae SKY197-pL101 polyadenylation reporter, beta-gal luminescence; efflux-impaired pdr1/pdr3 knockout yeast; score 100 = 6 SD above DMSO; calls only at 12 µM; actives 0.02% (n = 300,000); AID 1875;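 active = lowest replicate activity score at least 50, where 100 means six control SD above control mean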;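 also: yeast exposed to compound for 9 h at 30 °C; higher score means more reporter readthrough which indicates perturbed polyadenylation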
# DYRK1A inh = inhibitors of rat Dyrk1A kinase; actives 0.43% (n = 310,000); Q63470; ADP-Glo luminescence, NFATc1 peptide; inhibition, % at 12.5 µM; AID 504441; in the data active = inhibition above about 50%;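 also: plate controls were vehicle with enzyme for no effect and no enzyme for full effect; many of its hits are not listed in these tables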
# KCNQ1 inh = human KCNQ1 channel inhibition. P51787. CHO-K1 KCNQ1, FluxOR thallium flux fluorescence; stronger effect = higher value. B-score at 10 µM. actives 1.3% (n = 310,000);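 active = compounds whose thallium flux B-score, printed positive for inhibition, exceeds three library SD while starting fluorescence stays within three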;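 also: channel opened by potassium depolarization with thallium stimulus after 20 min compound exposure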
# KCNK3 block = human KCNK3 channel inhibition, primary screen | O14649 | CHO-KCNK3 thallium flux, FluxOR fluorescence; stronger effect = lower value | B-score at 10 µM | actives 0.84% (n = 340,000) | AID 602410;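 active = B-score under library mean minus 4 SD, starting fluorescence ratio at most library mean plus 5 SD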;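 also: more negative B-score means stronger inhibition of thallium flux through KCNK3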
# RGS4 act = potentiators or activators of RGS4 | HEK293 M3R/inducible RGS4, carbachol calcium flux Fluo4; stronger effect = lower value | B-score at 10 µM | actives 0.92% (n = 310,000);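 active = B-score of the integrated calcium signal more than 4 SD below the library mean, with starting fluorescence not abnormally high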;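 also: negative B-score means reduced calcium response which marks RGS4 activation or potentiation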
#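 test system = M3R-expressing HEK293 line, RGS4 induced by doxycycline | probe or stimulus = carbachol at ECmax as muscarinic agonist stimulus | timing = dye loading 30 min 37 °C, buffer rest 30 min RT | signal = calcium dye Fluo4 fluorescence | evaluation = B score from integrated fluorescence ratio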
# GSK3beta inhib = inhibitors of human GSK3beta kinase. P49841. GST-GSK3beta kinase, ADP-Glo luminescence, 60 min; stronger effect = lower value. activity score (negative = inhibition), % at 10 µM. actives 0.038% (n = 300,000). AID 2097;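 active = more than half of replicate wells score below -50%, meaning over 50% inhibition versus plate controls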;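 also: 0% = median DMSO wells and -100% = median GW8510 positive control wells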
#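 Assay system: GST-fused GSK3beta enzyme, cell-free / Medium: Tris pH 7.5 buffer with MgCl2, DTT, BSA, heparin / Also added: peptide substrate plus 25 µM ATP (final) / Compound: 10 µM single point / Timing: kinase reaction with compound 60 min at room temperature / Detection: ADP-Glo luminescence / Benchmarks: DMSO neutral wells and GW8510 at 20 µM as positive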
# * = called active by the depositor; i = inactive; / = not tested or not shown.
SMILES	KCNQ1 act	RGS4 inh	hERG rescue	KCNK9 inh	GSK3 alpha inh	PolyA inh	DYRK1A inh	KCNQ1 inh	KCNK3 block	RGS4 act	GSK3beta inhib
O=C(CSc1nnc(-c2ccc(Br)o2)n1Cc1ccccc1)c1ccccc1F	i	i	-7	i	-5	i	-2	i	i	i	-1
CSc1ccccc1NC(=O)Nc1cccc(Cl)c1C	i	i	-12	i	0	i	-4	i	i	i	-6
COc1ccc(/C=N\NC(=O)c2ccccc2Br)cc1COc1ccc(F)cc1	i	i	-8	i	-3	i	1	i	i	i	2
Cc1nc(C(=O)NCCC(C)C)sc1C1(C)CC(c2cccc([N+](=O)[O-])c2)=NO1 (stereo not drawn)	i	i	-7	i	/	i	2	i	i	i	-3
COC(=O)c1sccc1NC(=O)c1ccc(C)s1	i	i	-12	i	-6	i	0	i	i	i	0
CC(C)(C)c1cc2cccnc2n1Cc1cccc(Cl)c1	i	i	-16	i	-1	i	-2	i	i	i	-2
CCN(CC)C(=O)C1CCCN(C(=O)c2oc3ccc(C)cc3c2C)C1 (stereo not drawn)	i	i	-9	i	0	i	-4	i	i	i	-3
CCN(CC)C(=O)c1cc2c(=O)c3cc(F)ccc3oc2nc1C	i	i	-7	i	1	i	2	i	i	i	2
Cc1c(OC(C)C(=O)O)ccc2c3c(c(=O)oc12)CCCC3 (stereo not drawn)	i	i	-4	i	0	i	-2	i	i	i	2
CCn1cc(C(=O)NC(=S)Nc2ccccc2Br)cn1	i	i	1	i	-1	i	2	i	i	i	1
CC(=O)c1ccc(OCC(O)CN2CCN(c3ccc(F)cc3)CC2)cc1 (stereo not drawn)	i	i	-4	i	1	i	-1	i	i	i	4
CN(C)S(=O)(=O)n1ccnc1	i	i	-1	i	0	i	5	i	i	i	-3
O=C(CC1SC(=NCc2ccccc2)NC1=O)Nc1ccccc1 (stereo not drawn)	i	i	-6	i	2	i	-3	i	i	i	1
O=C(O)c1ccc(/C=N/Nc2ccc(S(=O)(=O)N3CCCC3)cc2[N+](=O)[O-])cc1	i	i	-7	i	5	i	-5	i	i	i	-5
COc1ccc(CNC(=O)C2CCCC2)cc1	i	i	-9	i	-3	i	-3	i	i	i	1
O=C(Nc1ccc(C(=O)O)cc1)/C(=C\c1ccco1)NC(=O)c1ccccc1	i	i	-3	i	0	i	-49	i	i	i	-4
CC(C)Cc1nc(S(=O)(=O)c2ccc(Cl)cc2)c(N2CCOCC2)o1	i	i	-8	i	1	i	1	i	i	i	-1
Cc1sc2nc(CSc3ncn[nH]3)[nH]c(=O)c2c1C	i	i	-15	i	2	i	10	i	i	i	2
COc1ccc(C2N(c3ccccn3)C(=O)C3CCCN32)c(OC)c1 (stereo not drawn)	i	i	-8	i	-1	i	5	i	i	i	-4
CC(C)OCCCNc1ncnc2c1[nH]c1ccc(F)cc12	i	i	-21	i	6	/	19	9*	i	i	-2
CCc1cc(=O)oc2cc(OCC(=O)NCCN3CCOCC3)c(Cl)cc12	i	i	-7	i	11	i	6	i	i	i	1
CCOC(=O)c1cnc(-c2ccccc2)nc1N1CCOCC1	i	i	-7	i	1	i	1	i	i	i	-8
CCOC(=O)N1CCC(NC(=O)c2ccc(CS(=O)(=O)c3ccccc3C)o2)CC1	i	i	-13	i	0	i	0	i	i	i	-1
O=C(CCc1ccccc1)Nc1cc(C(F)(F)F)ccc1Cl	i	i	-9	i	-2	i	0	i	i	i	0
CN(CCCC(=O)N1CCCC(C(N)=O)C1)S(=O)(=O)c1ccc(F)cc1 (stereo not drawn)	i	i	-12	i	2	i	-2	i	i	i	0

# Later entries
SMILES	KCNQ1 act	RGS4 inh	hERG rescue	KCNK9 inh	GSK3 alpha inh	PolyA inh	DYRK1A inh	KCNQ1 inh	KCNK3 block	RGS4 act	GSK3beta inhib
CCOc1ccccc1NC(=O)CCN1CCN(S(=O)(=O)c2ccc(OC)cc2)CC1	i	i	-3	i	1	i	1	i	i	i	2
COc1ccccc1N(CC(=O)NCc1ccc(F)cc1)C(=O)CCC(=O)Nc1ccccn1	i	i	-3	i	2	i	1	i	i	i	-1
CC(C)CCNC(=O)C1CCCN(S(=O)(=O)c2ccc3c(c2)CC(C)N3C(=O)C2CC2)C1 (stereo not drawn)	i	i	-11	i	0	i	/	i	i	i	-1
CCc1ccc(NC(=O)C(=O)NCC2CCCN2S(=O)(=O)c2cccs2)cc1 (stereo not drawn)	i	i	-19	i	1	i	6	i	i	i	1
CCOC(=O)Cn1nnnc1C(CC)N(Cc1cc2ccc(C)cc2[nH]c1=O)C1CCCC1 (stereo not drawn)	i	i	-3	i	1	i	7	i	i	i	-4
COC(=O)C(Cc1cnc(Cl)s1)(C(=O)OC)c1ccc(C(F)(F)F)cc1[N+](=O)[O-]	i	i	-5	i	-1	i	-2	i	i	i	0
Cc1cc(C)c(C(N)=O)c(Nc2ccc(F)cc2)n1	i	i	-5	i	-2	i	1	i	i	i	-3
CC1CCN(C(=O)COC(=O)c2ccccc2NC(=O)c2ccco2)CC1	i	i	-21	i	1	i	14	i	i	i	-2
Cc1cccc(COCC(Cc2ccccc2)N2CCN(C(=O)c3cc(Cl)cc(Cl)c3)CCC2=O)c1 (stereo not drawn)	i	i	-17	i	0	i	4	i	i	i	-3
Cc1cccc(NC(=S)N(C)C2CCCCC2)c1	i	i	-11	i	-4	i	-2	i	i	i	1
COc1ccc(C)cc1NC(=O)CN(Cc1nnc(-c2ccc(Cl)cc2)o1)C1CCCC1	i	i	-18	-12*	-1	i	1	i	i	i	-1
Cc1cccc(-n2nnnc2SCC(=O)c2cc(C)n(Cc3ccco3)c2C)c1	i	i	-13	i	-3	i	-2	i	i	i	1
CC1(C)NC(=O)N(CCOCCOc2ccccc2)C1=O	i	i	-6	i	0	i	-5	i	i	i	2
Cc1ccc(C)c(SCC(=O)NNC(=O)c2csc(N3CCOCC3)n2)c1	i	i	-7	i	4	i	-4	i	i	i	-1
Cc1ccc(NC(=O)CSc2nc3[nH]ncc3c(=O)[nH]2)cc1	i	i	-9	i	2	i	-3	i	i	i	-10
CCCN(CC(=O)Nc1ccccc1C)C(=O)C1CCN(S(=O)(=O)c2ccccc2C(F)(F)F)CC1	i	i	-8	i	3	i	10	i	i	i	2
O=C(Cn1c(=O)oc2cc(S(=O)(=O)N3CCCC3)ccc21)Nc1ccccc1Br	i	i	-17	i	0	i	-8	i	i	i	3
CCCC(=O)c1ccc(N2CCCCC2)c(F)c1	i	i	-11	i	0	i	-3	i	i	i	-1
COc1ccc(-c2ccccc2)cc1NCc1ccccc1C	i	i	-11	i	0	i	0	i	i	i	0
Cc1ccc(/C=N/n2c(-c3cccc(Cl)c3)n[nH]c2=S)o1	i	i	-4	i	-2	i	/	i	i	i	1
COc1ccc(NC(=O)Cc2nnc(SCC(=O)c3ccc(F)cc3)n2C)cc1	i	i	-4	i	0	i	1	i	i	i	2
Cc1ccc(C)c(C2=CSC3=NCCN23)c1	i	i	-9	i	-1	i	6	i	i	i	-1
CCc1nnc(NC(=O)OCc2ccccc2)s1	i	i	-5	i	-3	i	1	i	i	i	1
CN(/N=C/c1ccccc1)C(=S)c1ccccc1	i	i	-7	i	0	i	-2	i	i	i	3
O=C(NC1CCCC1)C(c1cc2c(cc1[N+](=O)[O-])OCO2)N1CCCC1 (stereo not drawn)	i	i	-11	i	-1	i	/	i	i	i	-4

# The results go on.
SMILES	KCNQ1 act	RGS4 inh	hERG rescue	KCNK9 inh	GSK3 alpha inh	PolyA inh	DYRK1A inh	KCNQ1 inh	KCNK3 block	RGS4 act	GSK3beta inhib
Cc1cc2c(OCC(O)CN3CCCCC3)cccc2[nH]1 (stereo not drawn)	i	i	-11	i	-2	i	3	i	i	i	1
COc1ccc(COCC(O)CN(Cc2ccco2)Cc2ccccc2O)cc1 (stereo not drawn)	i	i	-12	i	-1	i	5	i	i	i	2
C=CCn1nnnc1SCC(=O)Nc1cccc(C(F)(F)F)c1	i	i	-2	i	-2	i	-5	i	i	i	-20
CCOC(=O)Cc1csc(NC(=O)CSc2nnc(-c3ccncc3)o2)n1	i	i	-11	i	0	i	0	i	i	i	2
CCOC(=O)c1sc(NC(=O)c2ccco2)nc1C	i	i	-4	i	-2	i	0	i	i	i	-3
COc1ccc(C(=O)N/C(=C/c2cccnc2)C(=O)N2CCOCC2)cc1OC	i	i	-14	i	-1	i	/	i	i	i	2
Cc1cc(C)n(-c2ccc(NC(=O)C3CCCCN3Cc3cccc4c3OCO4)cc2)n1 (stereo not drawn)	i	i	-8	i	/	i	1	i	i	i	-4
O=C(Oc1ccc2cccc(OC(=O)N3CCOCC3)c2c1)N1CCOCC1	i	i	-9	i	-4	i	-3	i	i	i	-2
COc1ccc(-c2c(C)nn3c(C)cc(C)nc23)cc1	i	i	-7	i	-1	i	8	i	i	i	3
CC(=O)N1N=C(c2ccccc2)CC1c1cccc([N+](=O)[O-])c1 (stereo not drawn)	i	i	-1	i	2	i	0	i	i	i	-3
Cc1nn(CC(=O)NCc2cccs2)c(=O)c2nn(-c3ccccc3)c(C)c12	i	i	-3	i	-8	i	-2	i	i	i	3
CN(C(=O)COc1ccc(Cl)cc1)C1(C)CCS(=O)(=O)C1 (stereo not drawn)	i	i	-4	i	-5	i	-3	i	i	i	1
O=C(NCCN1CCOCC1)c1ccc(N2CCCC2)c([N+](=O)[O-])c1	i	i	-7	i	-2	i	-60	i	i	i	2
Cc1c(O)c(=O)ccn1Cc1ccccc1	i	i	-8	i	-4	i	-1	i	i	i	-1
Cc1cc(N2CCOCC2)ccc1/C=C1\NC(=O)N(Cc2ccccc2)C1=O	i	i	-1	i	-1	i	-3	i	i	i	0
O=C(Cn1nc(-c2cccc(Cl)c2)ccc1=O)NCC1COCCO1 (stereo not drawn)	i	i	-6	i	/	i	-2	i	i	i	-1
O=C(NCC(=O)N(Cc1ccc(F)cc1)C(C(=O)NCC1CCCO1)c1ccccc1)c1ccco1 (stereo not drawn)	i	i	-11	i	1	i	-2	i	i	i	2

# An excerpt. The share of hits here may be higher or lower than overall.
